LmPK inh: qHTS Assay for Inhibitors of Leishmania Mexicana Pyruvate Kinase (LmPK). Q27686. purified LmPK, Kinase-Glo ATP luminescence, 1 h. Potency, µM (highest dose often 57.5 µM), without a hit: at the highest dose activity change, negative = inhibition, hits mostly inhibitors. 0.37% of 290,000 active; also: potency is read from the fitted curve at half-maximal effect; % is scaled to controls: 0 for no effect and ±100 for the full control effect
Target sequence (Q27686 whole entry, looked up): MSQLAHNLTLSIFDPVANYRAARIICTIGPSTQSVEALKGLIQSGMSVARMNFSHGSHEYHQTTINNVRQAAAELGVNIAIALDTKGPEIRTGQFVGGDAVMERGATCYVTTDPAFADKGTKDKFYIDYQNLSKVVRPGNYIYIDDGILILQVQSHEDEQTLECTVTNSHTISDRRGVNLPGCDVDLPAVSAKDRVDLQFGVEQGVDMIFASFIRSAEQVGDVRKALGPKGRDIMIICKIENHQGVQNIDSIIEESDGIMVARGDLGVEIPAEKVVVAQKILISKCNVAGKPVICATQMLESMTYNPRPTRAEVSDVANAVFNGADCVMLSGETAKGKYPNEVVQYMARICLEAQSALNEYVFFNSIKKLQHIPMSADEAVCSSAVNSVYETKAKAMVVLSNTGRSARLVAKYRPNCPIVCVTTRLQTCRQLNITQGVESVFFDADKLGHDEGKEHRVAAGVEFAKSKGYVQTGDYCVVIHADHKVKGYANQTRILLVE
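Kinase-Glo luminescence read after 1 h RT reaction of 0.1 nM LmPK with 0.5 mM PEP and 0.1 mM ADP. Activity scaled between uninhibited and enzyme-free controls.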
CHX counter: Cycloheximide Counterscreen for Small Molecule Inhibitors of Shiga Toxin | 12% of 300,000 active | max response, % | cell reporter, cycloheximide protein synthesis inhibition counterscreen; in the data active = max response mostly above about 13%, no sharp cut-off; inactive = mostly below about 14%; also: read at 38.3 µM for the half of the compounds with a filed dose; 0% is about no effect
Pf growth 48h: Primary qHTS for delayed death inhibitors of the malarial parasite plastid, 48 hour incubation; P. falciparum luciferase growth in erythrocytes, 48 h; Potency, µM (titrated, usually from 28.7 µM), for inactives: top-dose activity change, negative = inhibition, most hits filed as inhibitors; 5.9% of 310,000 active; AID 504832, 2011; also: potency is read from the fitted curve at half-maximal effect; % is scaled to controls: 0 for no effect and ±100 for the full control effect
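Read-out is firefly luciferase luminescence from an integrated reporter in P. falciparum, so falling signal marks reduced parasite growth. Infected erythrocytes were at 2% hematocrit and 0.1% parasitemia (final) in Albumax-supplemented RPMI 1640.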
AMA1 RON2 block: qHTS for Inhibitors of AMA1-RON; Towards Development of Antimalarial Drug Lead: Primary Screen. AlphaScreen AMA1-biotinylated RON2 peptide binding. Potency, µM (highest dose often 58.2 µM), without a hit: at the highest dose activity change, negative = inhibition, actives largely listed as inhibitors. 0.2% of 360,000 active. AID 720542, 2013;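 also: potency is read from the fitted curve at half-maximal effect; 0% = vehicle wells and -100% = peptide control; nearly all actives have a fitted effect of over 45% in size; some results filed as inactive show a strong effect at the top dose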
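AMA1 (3D7) with his tag at 25 nM final met compounds first, then biotinylated RON2 peptide at 25 nM; detection used donor plus acceptor beads, 10 µg/mL apiece, read by AlphaScreen after 30 min at room temperature.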
Pf growth 96h: Primary qHTS for delayed death inhibitors of the malarial parasite plastid, 96 hour incubation; P. falciparum luciferase reporter growth, 96 h; 6.9% of 320,000 active; AID 504834, 2011; Potency, µM (highest dose often 28.7 µM), without a hit: at the highest dose activity change, negative = inhibition, most hits filed as inhibitors; also: potency is read from the fitted curve at half-maximal effect; % is scaled to controls: 0 for no effect and ±100 for the full control effect
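96 h incubation, 37 C, 5% CO2, of luciferase-reporter P. falciparum-infected RBCs (2% hematocrit, 0.05% parasitemia final) with test compounds; endpoint luminescence.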
Shiga toxin inh: A qHTS for Small Molecule Inhibitors of Shiga Toxin; Vero cells, Shiga toxin protein synthesis inhibition reporter; inhibition, % at 38.7 µM; 9.2% of 290,000 active; in the data active = inhibition mostly above about 28%, no sharp cut-off; inactive = mostly below about 43%; also: 0% is about no effect
TbPYK inhibitor: qHTS of Trypanosoma Brucei Inhibitors; pyruvate kinase (Trypanosoma brucei), Q57TT1; TbPYK enzyme, Kinase-Glo Plus ATP luminescence, 45 min; Potency, µM (titrated, usually from 76.8 µM), without a hit: at the top dose activity, negative = inhibition, usual class: inhibitors; 0.12% of 410,000 active; AID 624173, 2012; also: potency is read from the fitted curve at half-maximal effect; % is scaled to controls: 0 for no effect and ±100 for the full control effect; nearly all actives have a fitted effect of over 50% in size
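Luminescent Kinase-Glo Plus end-point after 45 min room-temperature reaction of T. brucei pyruvate kinase started with 130 uM ADP (final). Buffer TEA 50 mM pH 7.2 with KCl, MgCl2, BSA, Tween-20; titration-based qHTS with fitted concentration-effect curves.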
* = called active by the depositor; ? = inconclusive; nt = not tested or not shown; [ ] = dose if it differs, or a comment. Unless noted, calls follow the shape of the dose curve; as a rule, active = well fitted curve in the direction sought with a large enough effect; inconclusive = small, poorly fitted or top-dose-only effect, or another doubt; inactive = no such curve, though single readings can be large; an effect the other way counts as inactive or inconclusive.

Each structure is followed by: LmPK inh | CHX counter | Pf growth 48h | AMA1 RON2 block | Pf growth 96h | Shiga toxin inh | TbPYK inhibitor
#1 CCCCCn1c(=O)c(C(=O)Nc2cccc(C)c2)c(O)c2ccccc21
    0.9% | -1.0 | ? | 0.1% | ? | nt | -3.2%
#2 CCCCC(CC)C(=O)Nc1cc(C(=O)NCc2ccc(C)cc2)ccc1N1CCC2(CC1)CC(c1ccccc1)=NO2 (centres undefined)
    -4.9% | -3.0 | 3.29µM* | 3.5% | 2.08µM* | 0.8 | 6.3%
#3 CN(Cc1cccs1)c1ncnc2sccc12
    -1.3% | 2.7 | -13.7% | 7.7% | 3.3% | -5.7 | -1.6%
#4 O=C(NCCCn1ccnc1)Nc1ccc(Cl)cc1Cl
    -0.7% | -6.9 | -10.3% | -7.6% | -24.9% | -3.2 | 1.7%
#5 COc1ccc(NC(=O)c2cc(S(=O)(=O)NCC3COc4ccccc4O3)ccc2F)cc1 (centres undefined)
    4.3% | -2.4 | -16.7% | 1.1% | 44.0%[activator] | -3.7 | -4.7%
#6 Nc1ccc(Cc2ccc(N)c(C(=O)O)c2)cc1C(=O)O
    -0.2% | -4.5 | nt | -6.2% | -7.7% | -7.7 | 2.1%
#7 O=C(CSc1nnc(-c2ccccc2)n1-c1ccc(Cl)cc1)NNC(=S)Nc1ccccc1
    1.3% | -0.6 | 12.5% | 66.1%[activator] | 0.2% | -4.9 | 0.9%
#8 COc1ccccc1-n1c(C)c2c(OC)cccc(=O)c2c1C
    -1.7% | 11.5 | 4.15µM* | -8.4% | 154.4%[activator] | 8.8 | -2.4%
#9 CN1CCN(C(=O)Cn2ncc3c([nH]c4ccccc43)c2=O)CC1
    -1.2% | -1.6 | 18.0% | 6.3% | ? | 5.2 | -10.4%
#10 O=C1N(Cc2cccc(Cl)c2)C[C@@H]2C[C@@H](c3cccn3-c3cccnc3)N3CCC[C@@]123
    -1.6% | 0.8 | 9.28µM* | -13.4% | 18.5% | -5.9 | -4.2%
#11 NC(=O)COC(=O)/C=C/c1cccc(Br)c1
    8.4% | 6.5 | 32.3%[activator] | 5.1% | 4.4% | 18.9 | 2.8%
#12 Cc1ccc(CNC(=O)CSc2ccc(-c3ccccn3)nn2)cc1
    -0.1% | 10.8 | 7.8% | ? | 2.1% | 25.2 | -9.8%
#13 CCn1nc(C)c(CN2CCC(n3nccc3NC(=O)CCCc3ccccc3)CC2)c1C
    6.4% | -1.4 | -28.5% | -1.6% | -1.8% | -8.8 | 1.0%
#14 CN1CCC(O)(c2ccccc2)C2CCCC21 (centres undefined)
    5.4% | -1.1 | 0.6% | -2.3% | nt | -8.7 | -1.5%
#15 CCOc1cc(C(=O)NC)cc(Br)c1OCc1ccccc1
    1.9%[11.5 µM] | -3.0 | ? | -14.9% | 169.5%[activator] | -17.7 | 6.9%
#16 CN1CCN(c2cc3c(cc2F)c(=O)c(C(=O)O)cn3CCF)CC1
    0.5% | -3.4 | 48.2%[activator] | 7.0% | ? | -8.3 | 6.7%
#17 Fc1cccc(NC(=S)Nc2cccc3ccccc23)c1
    -8.7% | -2.1 | -1.9% | 73.2%[activator] | 25.5% | -20.6 | -5.4%
#18 COc1ccc(-c2nc(CSCC(=O)NCCCN3CCCC3=O)c(C)o2)cc1
    -3.2% | -8.6 | 4.0% | -1.5% | 17.4% | -10.8 | 2.9%
#19 Cc1c(NS(=O)(=O)c2cc(C(=O)NCc3ccco3)cc(Cl)c2Cl)c(=O)n(-c2ccccc2)n1C
    nt | nt | ? | -27.0% | ? | nt | 8.5%
#20 O=C(C1CCN(c2ccc(N3CCOCC3)nn2)CC1)N1CCc2ccccc2C1
    -0.6% | -3.7 | -9.6% | -2.3% | ? | -23.2 | -2.2%
#21 O=C1c2ccccc2C(=O)N1c1nc(-c2cccs2)cs1
    -12.0% | 8.2 | 49.7%[activator] | -3.8% | 14.7µM* | 9.9 | -29.0%
#22 N/C(=N\OC(=O)N1c2ccccc2Sc2ccccc21)c1ccc(Br)cc1
    0.7% | -1.5 | 8.28µM* | ? | 10.4µM* | -3.9 | -12.8%
#23 O=C(CCSc1ccccc1)Nc1ccc(S(=O)(=O)N2CCOCC2)cc1
    1.2% | 8.2 | nt | 7.9% | -29.5% | 6.9 | ?
#24 CCCS(=O)(=O)N1CCN(S(=O)(=O)c2ccccc2[N+](=O)[O-])CC1
    1.4% | -0.9 | 7.8% | -15.4% | ? | -10.6 | 2.1%
#25 O=C(COc1ccc([N+](=O)[O-])cc1)NCCC1=CCCCC1
    -2.9% | 0.2 | 35.7%[activator] | 12.0% | -28.0% | 14.9 | -2.0%
#26 O=C(CSc1nnc(CNC(=O)c2ccco2)o1)c1ccccc1
    4.5% | -3.1 | nt | -5.5% | 4.15µM* | 31.3 | -0.3%
#27 CC(N)C12CC3CC(CC(O)(C3)C1)C2 (centres undefined)
    0.9% | -3.4 | nt | 2.7% | 14.9% | 10.1 | -6.5%
#28 CCN(CC)c1nc2cc(C)ccc2cc1/C=C(\C#N)C(N)=O
    8.0% | -2.1 | ? | 9.6% | -3.6% | 12.9 | 1.1%
#29 Cc1cnc(NC(=O)Cc2ccc(C)c(C)c2)s1
    -4.1% | 20.1* | 0.0% | -6.4% | -23.2% | 47.3* | -3.8%
#30 NC(=O)[C@H](Cc1cc2ccccc2s1)NC(=O)[C@@H]1CC2(CC(c3cccc(NC(=O)[C@@H]4CCC(=O)N4)c3)=NO2)CN1C(=O)/C=C/Sc1ccccc1 (some centres undefined)
    1.7% | -2.0 | 13.1µM* | -3.1% | ? | 23.6 | -6.3%
#31 O=C(NCc1nnnn1-c1ccc(F)cc1)c1ccc([N+](=O)[O-])o1
    nt | nt | ? | 33.7%[activator] | -5.9% | nt | -6.4%
#32 Cc1ccccc1Nc1ccc(S(=O)(=O)N2CCOCC2)cc1[N+](=O)[O-]
    0.7% | -3.1 | -5.6% | -18.4%[11.6 µM] | -22.0% | -9.9 | 1.9%
#33 COc1ccc(CNC(=O)/C=C/c2ccc3[nH]cc(CCN(C)C)c3c2)cc1
    -0.8% | -7.5 | ? | -28.8% | ? | -8.1 | 2.5%
#34 Cc1nc2ccc(C(=O)O)cc2nc1C
    2.3% | -2.6 | -3.7% | 14.1%[2.32 µM] | 52.3%[activator] | 2.5 | 1.0%
#35 CCCCCn1c(NC2CCCCC2)nc2c1c(=O)[nH]c(=O)n2C
    1.2% | -2.7 | ? | 2.7% | ? | -3.8 | 1.1%
#36 CN(C)S(=O)(=O)c1cccc(NC(=O)CSc2nc3ccccc3n2-c2ccccc2)c1
    2.4% | 5.8 | ? | -6.5% | ? | -6.5 | -6.7%
#37 COc1ccc(-c2cc(C(F)(F)F)nc(SCC(=O)N(C)Cc3cnn(C)c3C)n2)cc1OC
    0.7% | -0.7 | ? | 13.0% | ? | -9.6 | 3.0%
#38 COc1cc(-c2c(-c3cccc(C)c3)oc3ccccc23)cc(OC)c1OC
    1.0% | -0.4 | ? | -12.2% | 9.28µM* | 2.5 | 0.5%
#39 COC(=O)c1ccc(C2/C(=C(/O)c3ccc(OC)cc3)C(=O)C(=O)N2c2cc(C)on2)cc1 (centres undefined)
    8.3% | 8.7 | -13.4% | 2.7% | 54.3%[activator] | 24.1 | -0.1%
#40 CC(C)(C)c1cc(S(=O)(=O)CCc2ccncc2)cc(C(C)(C)C)c1F
    11.7% | 1.9 | ? | -3.0% | -35.6% | -8.4 | -17.1%
#41 O=C(C1=C(O)C(=O)N(Cc2ccccc2)C1c1ccncc1)c1ccco1 (centres undefined)
    0.9% | -2.5 | 0.7% | -5.1% | 9.9% | -11.4 | -3.0%
#42 O=C(NC1CCCC1)C1c2ccccc2C(=O)N1C1CCCCC1 (centres undefined)
    0.5% | -2.4 | -4.0% | -1.7% | -17.2% | 37.6 | 4.8%
#43 CC(=O)[C@@]1(O)CCC2C3C=CC4=CC(=O)CC[C@]4(C)C3CC[C@@]21C (some centres undefined)
    nt | nt | -18.5% | 1.6% | -16.0% | nt | 0.0%
#44 CCn1c(O)c(C=NCc2ccccc2)c(=O)[nH]c1=S
    -2.3% | 7.3 | -11.6% | -2.1% | -29.9% | 25.5 | -8.2%
#45 c1ccc(C2=Nn3c(nnc3-c3cccs3)SC2)cc1
    2.1% | -4.2 | -11.7% | -12.0% | 2.5% | 14.0 | -3.2%
#46 CCCCCn1c(=O)c(C(=O)Nc2ccccc2C)c(O)c2ccccc21
    -0.6% | 34.3* | 65.0%[activator] | 3.4% | -24.0% | nt | 2.4%
#47 OC(CNCCNc1ncccc1C(F)(F)F)Cn1ccc2ccccc21 (centres undefined)
    -7.9% | -3.9 | 1.47µM* | -6.4% | 1.85µM* | -7.9 | 3.3%
#48 CC(=O)N1CCN(S(=O)(=O)c2ccc(C)cc2)C1C(C)C (centres undefined)
    3.3% | -3.1 | -2.3% | 0.3% | ? | -13.2 | 10.7%
#49 CC(C)CCN(C)C1CCN(C(=O)Nc2c(F)cccc2F)CC1
    11.1% | -1.3 | nt | 2.7% | ? | -12.5 | 6.8%
#50 Cn1c(=O)c2cc(S(=O)(=O)NC(Cc3ccccc3)C(=O)NCc3ccco3)ccc2n(C)c1=O (centres undefined)
    6.2% | 9.5 | nt | -1.5% | 16.6% | 21.4 | -5.7%
#51 O=C(COc1ccc2ccc(=O)oc2c1)N1CC[C@@]2(O)CCCC[C@H]2C1
    -2.1% | 1.8 | 11.5% | 6.5% | ? | -9.8 | -1.4%
#52 Cc1ccccc1C(=O)NNC(=O)C(C)N1C(=O)c2ccccc2C1=O (centres undefined)
    0.2% | 0.9 | 8.5% | 11.9% | 16.8% | -1.0 | 5.7%
#53 CCCc1[nH]nc2c1C(c1ccc(OC)c(CSC3=NCCS3)c1)C(C#N)=C(N)O2 (centres undefined)
    2.3% | -2.5 | ? | -7.2% | nt | -28.8 | 14.3%
#54 O=[N+]([O-])c1ccc(-c2nc(Nc3cccc(O)c3)c3ccccc3n2)cc1
    7.3% | 4.0 | ? | -11.0% | 98.3%[activator] | 3.5 | -5.0%

Quoted at random: four records from the list, in no set order.
Each structure is followed by: LmPK inh | CHX counter | Pf growth 48h | AMA1 RON2 block | Pf growth 96h | Shiga toxin inh | TbPYK inhibitor
#42 O=C(NC1CCCC1)C1c2ccccc2C(=O)N1C1CCCCC1 (centres undefined)
    0.5% | -2.4 | -4.0% | -1.7% | -17.2% | 37.6 | 4.8%
#43 CC(=O)[C@@]1(O)CCC2C3C=CC4=CC(=O)CC[C@]4(C)C3CC[C@@]21C (some centres undefined)
    nt | nt | -18.5% | 1.6% | -16.0% | nt | 0.0%
#38 COc1cc(-c2c(-c3cccc(C)c3)oc3ccccc23)cc(OC)c1OC
    1.0% | -0.4 | ? | -12.2% | 9.28µM* | 2.5 | 0.5%
#51 O=C(COc1ccc2ccc(=O)oc2c1)N1CC[C@@]2(O)CCCC[C@H]2C1
    -2.1% | 1.8 | 11.5% | 6.5% | ? | -9.8 | -1.4%

Assay outcomes from PubChem BioAssay.
